AID2073: inhibitors of Mint1-CaV2.2 protein interaction, biochemical, HTRF (AID 2073) | inhibition, % at 20 µM, or IC50 in µM where a hit was titrated | hit rate 0.19% among 290,000 | HTRF protein-protein interaction, Mint1-CaV2.2; higher % means a stronger effect; in the data active means inhibition mostly above about 51%, no sharp cut-off; inconclusive means no clear call, values can overlap the other calls; inactive means mostly below about 53%; further: some results filed as inactive read as strong as hits
GPR55 LPI antagonism: GPR55 antagonists blocking LPI-driven arrestin recruitment, primary screen, imaging, U2OS, beta-arrestin-GFP, LPI agonist (AID 2013); hit rate 0.13% among 290,000; U2OS GPR55 beta-arrestin-GFP translocation imaging, LPI antagonism; higher % means a stronger effect; inhibition, % at 10 µM, or IC50 in µM where a hit was titrated;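 active means spots per cell inhibited over 60%, with over 100 cells counted and total cytoplasm intensity under 500,000; inconclusive means wells with under 100 cells, flagged as likely toxic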;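 further: U2OS cells stably carrying GPR55 and arrestin-GFP stimulated by 5 µM LPI near EC80; imaged beta-arrestin-GFP aggregate spots per cell after agonist stimulation; plate controls were LPI-stimulated DMSO wells for no effect and DMSO wells without LPI for full effect; some results filed as inactive read as strong as hits; confirmed hits need IC50 under 10 µM and bright autofluorescent wells are also inconclusive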
Dengue-2 NS5 capping: flavivirus cap methylation enzyme inhibition – biochemical, confirmation dose response, primary screen (AID 588689); Dengue-2 NS5 methyltransferase capping enzyme assay, biochemical; higher % means a stronger effect; one-dose inhibition, % at 25 µM; IC50 in µM for titrated hits; hit rate 0.3% among 340,000; in the data active means a potency from the dose series; inconclusive means inhibition above about 29% without an active follow-up result
SIAH1 antagonists: blockers of Siah-1 interaction with plectin peptide – biochemical, fluorescence polarization, rhodamine-plectin, uHTS, primary screen (AID 1817); Siah-1 / rhodamine-plectin peptide fluorescence polarization; higher % means a stronger effect; displacement, % at 20 µM; hits with a dose series show IC50 in µM; hit rate 0.02% among 290,000;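 active means displacement of at least 50% at 20 µM, with a fluorescence ratio check between 0.3 and a set limit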;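 further: plate controls were Siah plus tracer with DMSO for no effect and tracer alone without Siah for full effect; strong numbers were not always called active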
HIV peptide binding: cell-free HIV fusion peptide-binding blockers – biochemical, uHTS, fluorescence dequenching, primary screen (AID 1986); cell-free peptide binding, fluorescence dequenching, 30 min; higher % means a stronger effect; inhibition, % at 20 µM; hits with a dose series show IC50 in µM; hit rate 0.3% among 290,000; in the data active means inhibition mostly above about 52%, no sharp cut-off; inactive means mostly below about 76%; further: some results filed as inactive read as strong as hits
NTR1 ag: agonists of NTR1, primary screen, imaging, U2OS cells, beta-arrestin-GFP, high content (AID 493036); NTR1-U2OS beta-arrestin-GFP spot imaging, agonist mode; hit rate 0.17% among 330,000; activation, % at 20 µM; P30989;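 active means activation at or above 40% of the spot to cytoplasm intensity ratio, with at least 20 cells analyzed; inconclusive means wells under 20 cells, flagged as cytotoxic or low count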;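 further: 0% = DMSO without peptide and 100% = 100 nM NTR1 peptide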
Target sequence (P30989 whole entry, looked up): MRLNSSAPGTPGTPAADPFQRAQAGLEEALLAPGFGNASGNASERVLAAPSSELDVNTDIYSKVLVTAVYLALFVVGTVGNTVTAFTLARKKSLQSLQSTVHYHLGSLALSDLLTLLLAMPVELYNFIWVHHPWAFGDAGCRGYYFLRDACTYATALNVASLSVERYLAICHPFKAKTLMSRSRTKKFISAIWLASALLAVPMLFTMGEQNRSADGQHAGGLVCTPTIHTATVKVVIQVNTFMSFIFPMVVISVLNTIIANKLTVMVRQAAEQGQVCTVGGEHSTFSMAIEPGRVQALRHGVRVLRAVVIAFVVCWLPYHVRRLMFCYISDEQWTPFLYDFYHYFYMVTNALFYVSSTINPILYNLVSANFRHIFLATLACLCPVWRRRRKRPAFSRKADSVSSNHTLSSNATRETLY
GPR35 antagonists: GPR35 antagonists blocking zaprinast-driven arrestin recruitment, primary screen, imaging, U2OS, beta-arrestin-GFP, zaprinast agonist (AID 2058); hit rate 0.052% among 290,000; inhibition, % at 10 µM; hits with a dose series show IC50 in µM; U2OS GPR35 beta-arrestin-GFP translocation imaging, zaprinast antagonism; higher % means a stronger effect;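 active means inhibition of at least 50% with at least 30 cells and total cytoplasm GFP at most 10,000,000; inconclusive means under 30 cells or total GFP of 10,000,000 plus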
K1F lysis inhibition: protection from phage-mediated lysis, alamar blue read-out – E. coli UTI89, K1F phage, bacterial capsule biogenesis inhibitors (AID 488966). E. coli UTI89 K1F phage lysis, alamar blue, 2 h; higher % means a stronger effect. one-dose inhibition, % at 100 µM; IC50 in µM for titrated hits. hit rate 0.02% among 340,000;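 active means phage lysis inhibition, versus mean bacterial control, above a set limit; inconclusive means no clear call, values can overlap the other calls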;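 further: capsule biogenesis inhibitors block K1F phage lysis so surviving cells raise fluorescence; higher fluorescence means more inhibition of phage lysis; actives were called in the ten point dose series up to 300 µM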
GPR55 beta-arrestin: GPR55 agonists via beta-arrestin recruitment, primary screen, imaging, U2OS cells, beta-arrestin-GFP redistribution (AID 1961). U2OS GPR55 beta-arrestin-GFP redistribution imaging; higher % means a stronger effect. activation, % at 10 µM; hits with a dose series show EC50 in µM. hit rate 0.048% among 290,000;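 active means activation above 40% with more than 50 cells counted in the well; inconclusive means wells holding fewer than 50 cells, flagged as toxic or sparse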;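 further: U2OS osteosarcoma cells stably expressing GPR55 and beta-arrestin-GFP; plate controls were DMSO negative control for no effect and LPI positive control for full effect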
NTR1 ag cell count 20 µM: further read-out of NTR1 ag, marked with its call; cell count; measured here: cell count, cytotoxicity flag
* = called active by the depositor; ? = inconclusive; · = not tested or not shown; [ ] = dose if it differs, or a comment.

SMILES	AID2073	GPR55 LPI antagonism	Dengue-2 NS5 capping	SIAH1 antagonists	HIV peptide binding	NTR1 ag	NTR1 ag cell count 20 µM	GPR35 antagonists	K1F lysis inhibition	GPR55 beta-arrestin
N#Cc1c(-c2ccccc2)cc(-c2cccs2)nc1SCC(=O)O	5%	-10%	4%	2%	7.5%	0.6	98	2%	0.2%	0.0%
CC(C)NC(=O)C(=O)NCc1ccccn1	3%	-8%	3%	3%	-0.6%	-0.5	59	-4%	0.0%	-0.3%
CCc1ccccc1NC(=O)CCNC(=O)Cn1ccc2ccccc2c1=O	7%	-2%	-2%	5%	-0.3%	0.5	65	-14%	0.1%	0.0%
CCCNS(=O)(=O)c1ccc(NC(=O)Cc2cccs2)cc1	2%	4%	-5%	-2%	-1.4%	-1.0	73	-10%	3.1%	-0.2%
N#CCCn1ncn(-c2ccccc2)c1=S	-11%	2%	·	3%	0.7%	1.3	57	-12%	0.3%	-0.2%
Cn1cccc1-c1nc2ccc(NC(=O)c3ccc([N+](=O)[O-])cc3)cc2[nH]1	-4%	11%	-6%	1%	11%	9.7	63	14%	1.6%	0.3%
Cc1cccc(OCc2n[nH]c(=S)n2C2CCCCC2)c1	-16%	0%	-1%	6%	1.1%	0.1	61	4%	-3.2%	-0.3%
Cc1ccc2cc(CN(CCO)Cc3nnnn3Cc3ccc(F)cc3)c(=O)[nH]c2c1	0%	-15%	-2%	2%	0.9%	-1.1	31	-8%	5.1%	0.5%
Fc1ccc(/C=N/Nc2nccnc2Cl)cc1	1%	-3%	-6%	-1%	-0.1%	-0.3	39	-4%	0.0%	-0.2%
O=C(COC(=O)c1cc(F)c(F)cc1Cl)NC1CC1	-4%	6%	-8%	6%	0.3%	2.6	81	6%	-0.1%	-0.8%
CCC1CCCCN1C(=O)CSc1nnc(-c2ccco2)o1 (stereo unspecified)	1%	10%	-6%	-10%	1.8%	3.3	54	6%	2.8%	-0.2%
O=C(CCN1CCN(C/C=C/c2ccccc2)CC1)Nc1cccc(F)c1	-3%	6%	-3%	2%	0.2%	0.4	50	-15%	-0.3%	-0.8%
CCCCN1C(=O)C(C)=C(C)C1OCCc1ccc(OC)c(OC)c1 (stereo unspecified)	9%	9%	-8%	1%	-1.6%	-0.7	54	0%	0.1%	-0.2%
CC(=O)Nc1c(-c2ccccc2)c2cc(Br)ccc2[nH]c1=O	?	10%	-7%	-2%	0.4%	1.9	66	11%	0.4%	0.3%
COc1ccc(C(=O)COC(=O)c2nn(C)cc2Cl)cc1	31%	11%	2%	0%	-1.0%	-0.4	44	4%	0.3%	0.7%
CC1(C)CC(=O)C(C=NCC2CCN(C(=O)Cc3ccccc3)CC2)=C(O)C1	-8%	5%	-4%	2%	0.3%	-0.6	55	10%	0.0%	-0.3%
CN(C)C(=S)Nc1ccc(S(=O)(=O)N2CCCCC2)cc1	-21%	-5%	4%	1%	-1.7%	3.0	60	-5%	1.3%	0.2%
COCCNC(=S)NC(=O)CC12CC3CC(CC(C3)C1)C2	1%	14%	-10%	31%	-1.9%	1.8	47	13%	0.8%[50 µM]	0.1%
O=C(CCCN1C(=O)/C(=C/c2cccs2)SC1=S)Nc1cccnc1	-3%	4%	·	7%	0.0%	2.7	28	2%	-0.8%	0.2%
Cc1cc(S(=O)(=O)Nc2cc(C)c(O)c(C)c2)c(C)s1	-21%	1%	-1%	0%	-1.2%	-1.7	71	-1%	1.7%	0.2%
O=S1(=O)CCOCCCN1Cc1ccccc1	2%	-9%	-6%	-1%	1.9%	-0.5	64	-4%	0.3%	0.0%
Cc1ccc(NC2=NCC(=O)N2Cc2ccc3c(c2)OCO3)c(C)c1	-4%	6%	-8%	-4%	-0.7%	-2.1	67	-10%	5.4%	-0.1%
CS(=O)(=O)N(CC(=O)Nc1cccnc1)c1ccc2c(c1)OCCO2	-4%	-1%	-5%	-4%	0.0%	0.2	41	1%	-1.4%	-0.1%
Cc1cc(C)n(-c2cc(N3CCOCC3)nc(-c3ccccc3)n2)n1	-2%	30%	-4%	0%	-1.6%	7.0	47	-6%	3.8%	-0.1%
COc1ccccc1NC(=O)C1=C(C)Nc2nc(CCCO)nn2C1c1cccnc1 (stereo unspecified)	-2%	7%	8%	1%	0.3%	0.5	52	-12%	0.2%	-0.2%
CCn1cc(S(=O)(=O)c2ccc(OC)cc2)c(=O)c2cc(F)c(N3CCN(C)CC3)cc21	15%	1%	2%	-6%	-0.4%	-0.8	64	2%	-0.1%	-0.1%
COc1cccc(/C=C2\Oc3cc(OCC(=O)N4CCCC4)ccc3C2=O)c1OC	23%	1%	-19%	3%	0.6%	2.6	67	-14%	-0.2%	-0.2%
O=C(O)Cn1c(P(=O)(O)c2ccccc2)nc2ccccc21	-6%	5%	-8%	-3%	0.8%	-2.6	82	14%	-0.3%	-0.2%
COc1cc(Cl)ccc1OCc1cc(C(=O)N2CCN(c3ccccn3)CC2)no1	29%	1%	-10%	2%	-1.0%	2.0	59	-14%	0.0%	-0.3%
Cc1ccc(C(=O)C2=C(O)C(=O)N(Cc3ccco3)C2c2cccc(Br)c2)o1 (stereo unspecified)	18%	6%	25%	-2%	21%	0.6	57	7%	0.3%	0.3%
COc1ccc(CCC(=O)NNC(=O)Nc2cc(Cl)ccc2C)cc1	-1%	-4%	3%	4%	-0.1%	0.2	51	-6%	1.5%[50 µM]	-0.1%
CN(C)c1ccc(NC(=O)CSc2nnc(-c3cnccn3)n2C)cc1	-12%	-8%	-4%	-6%	-1.1%	0.9	52	1%	-0.1%	-0.1%
CN(C)CCC(=O)c1cccc(Br)c1	-10%	0%	-27%	2%	2.6%	-1.8	77	8%	-0.5%	0.0%
Cc1cc(NC(=O)CSc2ncn(-c3ccccc3)n2)no1	-6%	9%	-9%	-1%	-0.1%	1.7	58	6%	0.3%	-0.1%
COc1ccc(NC(=O)C(=O)NCCN2CCN(C(=O)c3ccc(C)cc3)CC2)cc1	6%	2%	-9%	1%	0.0%	0.8	54	-3%	0.2%	·
CN(C)/C=C(/C(=O)c1ccccc1)S(=O)(=O)c1ccc(Cl)cc1	-2%	-16%	-6%	1%	-1.2%	0.6	43	4%	0.6%	0.3%
O=C(CSc1ncn[nH]1)NCc1ccccc1	-8%	0%	-1%	-6%	-1.6%	3.2	62	8%	4.2%	-0.1%
COc1cccc(OC)c1OCCOc1ccccc1OC(C)C	-1%	22%	-3%	2%	1.4%	1.1	70	9%	-0.3%	0.6%
CN1CCN(C(=S)NC(=O)/C=C/c2ccccc2Cl)CC1	8%	2%	-5%	7%	2.1%	-0.6	89	-4%	-0.2%	-0.1%
O=C(Nc1sc2c(c1C(=O)O)CCC2)c1cccc(Cl)c1	7%	12%	15%	6%	16%	0.6	92	1%	-0.1%	0.0%
CCc1cccc(OCCCCNCCOC)c1	10%	-11%	-1%	0%	-3.4%	0.6	49	7%	-0.5%	0.7%
O=C(NCC1CCCO1)c1ccccc1-c1nc(-c2ccccc2F)no1 (stereo unspecified)	3%	-6%	6%	0%	-1.1%	0.1	51	-2%	0.1%	0.2%
COc1ccc(/C=N/NC(=O)CCn2nc(C)cc2C)cc1	-17%	6%	-5%	-3%	-2.1%	-0.4	54	2%	1.3%	-0.3%
Cc1ccc(S(=O)(=O)/N=C(/Nc2ccccn2)c2ccc(Cl)cc2)cc1	8%	-1%	3%	-2%	1.8%	2.0	48	4%	0.0%	0.5%
CCC(C)NC(=O)c1cnn2c1NC(c1cccs1)CC2C(F)(F)F (stereo unspecified)	-1%	-3%	-5%	0%	0.1%	-0.2	44	0%	-0.1%	-0.2%
CCN(CC(=O)Nc1ccc(OC)cc1)CC(=O)Nc1cccc(C#N)c1	4%	4%	-6%	-5%	-1.1%	0.4	91	-2%	0.0%	-0.1%
NC(=O)NCc1ccccc1Cl	-8%	-4%	-5%	5%	-0.9%	0.1	53	2%	-0.5%	0.1%
COCC(=O)N1CCC(Oc2ccc(C(=O)N3CCSCC3)cc2)CC1	11%	6%	-8%	8%	0.4%	-0.4	59	0%	0.1%	-0.1%
Cc1cccc(C)c1NC(=O)N1CCN(c2nc3ccccc3s2)CC1	-8%	-2%	2%	1%	-3.7%	-1.9	89	6%	0.0%	-0.1%
O=C(COc1ccc2c(-c3ccccc3)cc(=O)oc2c1)Nc1ccc(CCO)cc1	67%	-8%	-8%	20%	1.9%	1.1	69	-12%	-0.2%	-0.1%
CCOC(=O)c1c(NC(=O)C(=O)N/N=C(\C)c2ccc(OC)cc2)sc2c1CCCCC2	10%	8%	-3%	9%	-0.3%	0.1	55	-2%	0.3%	0.1%
CCOC(=O)c1c(CSC(=N)N)n(-c2ccccc2)c2cc(Br)c(OC(C)=O)cc12	7%	3.2µM*	-9%	0%	-0.3%	31	60	14%	-1.2%	0.0%
O=C(O)COc1ccccc1/C=N/Nc1ccc(S(=O)(=O)N2CCOCC2)cc1[N+](=O)[O-]	-7%	3%	7%	-5%	0.4%	1.4	52	-14%	0.1%	0.0%
O=C1NC(NS(=O)(=O)c2ccc(Cl)cc2)(C(F)(F)F)C(=O)N1Cc1cccnc1 (stereo unspecified)	-8%	10%	-4%	2%	-1.0%	0.9	47	-3%	3.3%	-0.1%
O=C(c1cc(COc2cccc(C(F)(F)F)c2)on1)N1CCSCC1	7%	2%	4%	7%	-0.5%	4.4	43	-1%	0.1%	-0.1%
O/C(=C\c1nc2ccccc2nc1/C=C(\O)c1ccccc1)c1ccccc1	19%	18%	15%	-5%	4.4%	0.5	46	3%	-2.7%	0.1%
CCn1nc(C)c(CN2CCCC(C(=O)c3cccc(OC(C)C)c3)C2)c1C (stereo unspecified)	13%	12%	-6%	2%	1.1%	-0.5	78	-4%	0.0%	0.5%
O=C(c1ccc(Br)o1)N1CCN(CCc2ccncc2)CC1	8%	10%	-1%	-5%	-3.0%	0.2	81	32%	0.1%	0.0%

Screening data as filed in PubChem.
